# PI4K2A block: inhibitors of human PI4K2A. Q9BTU6. purified PI4K2A, ADP-Glo luminescence, 1 h; stronger effect = lower value. activity change, negative = inhibition, % at 76.9 µM. hit rate 0.13% among 420,000; in the data active = activity change below about -50%;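 also: -100% = wells without enzyme as full effect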
# Target sequence (Q9BTU6 whole entry, looked up): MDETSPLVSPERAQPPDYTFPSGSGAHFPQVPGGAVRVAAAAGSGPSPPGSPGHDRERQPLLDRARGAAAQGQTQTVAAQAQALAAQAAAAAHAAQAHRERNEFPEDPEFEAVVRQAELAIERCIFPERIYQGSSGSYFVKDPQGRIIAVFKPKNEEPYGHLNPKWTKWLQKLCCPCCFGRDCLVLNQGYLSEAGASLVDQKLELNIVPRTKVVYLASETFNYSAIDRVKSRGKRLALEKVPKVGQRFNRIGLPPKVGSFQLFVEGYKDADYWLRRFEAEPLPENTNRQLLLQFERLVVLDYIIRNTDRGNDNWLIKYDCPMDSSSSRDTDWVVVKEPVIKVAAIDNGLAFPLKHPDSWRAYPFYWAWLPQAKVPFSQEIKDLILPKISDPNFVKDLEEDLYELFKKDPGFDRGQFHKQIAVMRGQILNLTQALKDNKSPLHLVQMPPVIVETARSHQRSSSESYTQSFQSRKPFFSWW
#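 In this quantitative HTS, ADP production by PI4K2A was quantified luminescently after 1 h at ambient temperature; 100 microM adenosine served as plate-quality control.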
# LDHA inh: inhibitors of human lactate dehydrogenase A; P00338; purified LDHA, NADH/diaphorase-resazurin fluorescence; stronger effect = lower value; activity change, % (values are at about 110 or 230 µM); hit rate 0.15% among 480,000; in the data active = activity change below about -30%;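 also: plate controls were DMSO wells for no effect and wells without enzyme for full effect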
#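 Human LDH5 (2 nM) was incubated with 0.06 mM NADH and 0.2 mM pyruvate for 5 min at room temperature in Tris pH 7.4. Remaining NADH was coupled through diaphorase/resazurin, and resorufin fluorescence was read at 0 and 20 min.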
# * hit, by the source's call.
1. CCCCN1C(=O)C(CC(=O)NCCCN(C)C)CC(C(=O)N(C(C)C)C(C)C)=C1C (configuration not stated)
2. C[C@@H]1Cc2[nH][nH]c(=O)c2[C@H](C)O1
3. COC(=O)C[C@H]1C=C[C@@H](NC(=O)NC2CCCCC2)[C@@H](CO)O1
4. Cc1ccc(S(=O)(=O)N[C@H]2CCC[C@@H]2O)cc1
5. O=C1CCCCCC(=O)[C@H](O)C[C@H](c2ccccc2)O1
6. COc1cccc(C(=O)N2CCC[C@H]2C(=O)N2CCC[C@H]2C(=O)N[C@H](C)c2ccccc2)c1
7. COC(=O)[C@@]12C[C@@H](CC(=O)NCc3ccccc3)C(=O)N(Cc3cccc4ccccc34)C1=CCC(C)(C)C2
8. O=C(NCCN1CCC(n2c(=O)[nH]c3ccccc32)CC1)c1ccccc1C(F)(F)F

Assay by compound	1	2	3	4	5	6	7	8
LDHA inh	-2.1	-2.3	-6.0	-10.6	4.3	0.2	8.7	-6.1
PI4K2A block	6.1	1.7	-0.7	-0.7	-0.6	-5.3	-13.0	-0.6

9. CCOC1=C2CN(S(=O)(=O)c3ccc(C)cc3)C(c3cccc(Cl)c3)CC2N(S(=O)(=O)c2ccc(C)cc2)C(c2ccncc2)C1 (configuration not stated)
10. COC(=O)c1cn(-c2nc3ccccc3s2)nn1
11. Cc1cccc(C)c1NC(=O)C(c1ccnc2ccccc12)N1CCN(CCN(C)C)CC1 (configuration not stated)
12. CN1CCN(C(=O)C2=NOC3(C2)C(=O)Nc2ccccc23)CC1 (configuration not stated)
13. CCC(c1nnnn1-c1ccc2c(c1)OCCO2)N1CCN(c2ccccc2OC)CC1 (configuration not stated)
14. CC(C)(C)N1C(=O)c2ccccc2NC(=O)C1C(=O)NCCc1ccccc1 (configuration not stated)
15. O=C(C[C@H]1C=C[C@H](NC(=O)c2ccccn2)[C@@H](CO)O1)NCc1cc(F)cc(F)c1
16. CCC(C(=O)NC(C)(C)C)n1c(C(c2ccccc2)c2ccccc2)nc2ccccc21 (configuration not stated)

Assay by compound	9	10	11	12	13	14	15	16
LDHA inh	-7.2	1.5	4.6	0.7	9.0	-3.2	-2.9	-1.3
PI4K2A block	0.3	-11.3	-3.2	-4.2	5.5	-2.1	2.6	2.0

# Quoted at random: 2 compounds from above
3. COC(=O)C[C@H]1C=C[C@@H](NC(=O)NC2CCCCC2)[C@@H](CO)O1
15. O=C(C[C@H]1C=C[C@H](NC(=O)c2ccccn2)[C@@H](CO)O1)NCc1cc(F)cc(F)c1

Assay by compound	3	15
LDHA inh	-6.0	-2.9
PI4K2A block	-0.7	2.6

# (cont.)
17. C=CCOC(=O)Nc1nc(CCNC(=O)OCc2ccccc2)c(C(=O)O)s1
18. O=C(NC1CCCCC1)OC1CC2CC1[C@H]1CCCCN1C2=O (some centres not stated)
19. C[C@@H]1COc2cc(N3CCC[C@H]3CO)ccc2S(=O)(=O)N1
20. COC(=O)[C@@]12C[C@@H](CC(=O)N3CCCCC3)C(=O)N(Cc3cccc4ccccc34)C1=CCC(C)(C)C2
21. CCC(=O)Nc1ccc2c(c1)OC[C@@H](C)N(Cc1ccccc1F)C[C@@H](C)[C@@H](OC)CN(C)C2=O
22. CCCCCCCCN1C(=O)[C@H](CC(=O)NCc2cccc(C(F)(F)F)c2)C[C@@]2(C(=O)OC)CCCCC=C12
23. CCCCn1nnnc1C(c1ccccc1)N1CCN(C(=O)c2ccco2)CC1 (configuration not stated)
24. COc1ccc(C2=Nc3ccccc3N(C(=O)c3ccc4c(c3)OCO4)C2C(=O)NCc2ccccc2)cc1 (configuration not stated)

Assay by compound	17	18	19	20	21	22	23	24
LDHA inh	-8.2	-1.7	3.2	3.6	3.3	1.0	-11.4	-5.5
PI4K2A block	2.5	0.6	-1.6	-1.3	-2.9	10.8	-3.9	2.1

# Next part, starting with the last 2 of the part before.
23. CCCCn1nnnc1C(c1ccccc1)N1CCN(C(=O)c2ccco2)CC1 (configuration not stated)
24. COc1ccc(C2=Nc3ccccc3N(C(=O)c3ccc4c(c3)OCO4)C2C(=O)NCc2ccccc2)cc1 (configuration not stated)
25. COC(=O)[C@]12CCCCC=C1N(CCC1=CCCCC1)C(=O)[C@H](CC(=O)N1CCCCC1)C2
26. COc1cc(CNC(=O)OC2CC3CC2[C@H]2CCCCN2C3=O)cc(OC)c1 (some centres not stated)
27. CC1(c2nnnn2Cc2ccccc2)CCC(=O)N1CCc1ccc(O)cc1 (configuration not stated)
28. Cc1cc2c(cc1C)-n1nnnc1C(N(C)Cc1ccccc1)C(=O)N2 (configuration not stated)
29. O=C1NC[C@H](CCCCN2C[C@H](Cc3ccc(O)cc3)N(CCc3ccc(O)cc3)C(=O)C2=O)N(CC2CCCCC2)C1=O
30. CC(C)n1c(=O)c2ccccc2n1S(C)(=O)=O
31. CCOC(=O)C(Cc1ccccc1)C1(C)Oc2ccccc2O1 (configuration not stated)
32. COc1ccc(C(=O)C(=O)N2CCN(c3ccccc3F)CC2)cc1

Assay by compound	23	24	25	26	27	28	29	30	31	32
LDHA inh	-11.4	-5.5	-0.7	3.3	4.0	1.6	-0.4	3.1	1.7	-3.6
PI4K2A block	-3.9	2.1	3.5	1.6	-8.4	-0.3	-4.0	1.7	-4.6	0.0

33. CCCCC[C@@H](C)N1C[C@H](COCc2ccccc2)Oc2cc(N3CC[C@H](O)C3)ccc2S1(=O)=O
34. Cc1cccc(C)c1NC(=O)C1(C)CSCC(=O)N1CCCN1CCOCC1 (configuration not stated)
35. COC(=O)C[C@@H]1CC[C@H](NC(=O)Cc2ccccn2)[C@@H](CO)O1
36. O=C(NCCN1CCC(n2c(=O)[nH]c3ccccc32)CC1)c1cccs1
37. CC(C)C[C@H]1CN([C@@H](Cc2ccccc2)CN2CCC[C@H]2CN2C(=O)C(=O)NC[C@@H]2Cc2ccc(O)cc2)C(=O)C(=O)N1CC1CCCCC1
38. COCCCn1cc(CN2CC(N3CCN(CCN(C)C)CC3)CS2(=O)=O)nn1 (configuration not stated)
39. CCC(c1nnnn1-c1ccc2c(c1)OCCO2)N1CCN(CC)CC1 (configuration not stated)
40. Cc1cc(C)n2c(Nc3ccc4c(c3)OCCO4)c(C3CC3)nc2n1

Assay by compound	33	34	35	36	37	38	39	40
LDHA inh	-1.0	-8.2	-7.0	-0.1	-3.9	2.0	0.4	2.9
PI4K2A block	1.2	-0.4	-0.1	-2.9	8.0	-7.6	-2.7	-1.0

41. CCOC(=O)[C@]12CCC=C1N(Cc1ccc3c(c1)OCO3)C(=O)[C@H](CC(=O)NCc1cccs1)C2
42. O=C1N(Cc2ccccc2)c2ccc(Br)cc2[C@]12C[C@H](O)CO2
43. COC(=O)[C@@]1(Cc2ccc(OC)cc2)[C@H]2c3cc(C(=O)N4CCCC4)n(Cc4ccc(S(C)(=O)=O)cc4)c3C[C@H]2CN1C(=O)c1ccccc1
44. C#CCNC(=O)C[C@@H]1C[C@@]2(C(=O)OCC)CCCC=C2N(Cc2cccc3ccccc23)C1=O
45. O=C1NC[C@@H](CCCCN2CCN(CC3CCCCC3)C(=O)C2=O)N(CCC2CCCCC2)C1=O
46. O=C(NCc1ccccn1)[C@@H]1CCCN1C(=O)[C@@H]1CCCN1C(=O)c1cccs1
47. COc1ccccc1CNC(=O)C[C@@H]1CC[C@H]2[C@@H](COC[C@H](O)CN2Cc2ccccc2)O1
48. CC1(C(=O)NCc2ccccc2)CN(S(C)(=O)=O)CC(=O)N1Cc1cccc(F)c1 (configuration not stated)

Assay by compound	41	42	43	44	45	46	47	48
LDHA inh	9.2	0.4	-4.3	3.6	-2.3	1.2	-9.0	0.7
PI4K2A block	-2.5	-0.2	-0.5	-5.7	-0.3	1.8	3.7	-1.3

49. COc1ccc(C2=Nc3ccccc3N(C(=O)c3ccc(C)cc3)C2C(=O)Nc2c(C)cccc2C)cc1 (configuration not stated)
50. COc1ccc(Cn2cc(CN(C)C3CN(Cc4cn(Cc5ccc(OC)cc5)nn4)S(=O)(=O)C3)nn2)cc1 (configuration not stated)
51. Cc1ccc2nc(C3CCCCC3)c(Cc3ccsc3)n2c1
52. COc1cc(C(=O)C(=O)N2CCN(c3ccc(C)cc3)CC2)cc2ccccc12
53. O=C1NC[C@H](Cc2ccccc2)N(C[C@@H]2CCCN2C[C@H](Cc2ccc(O)cc2)N2C[C@H](Cc3ccc(O)cc3)N(CC3CCCCC3)C(=O)C2=O)C1=O
54. CC(C)C[C@H]1COc2cc(N3CC[C@@H](O)C3)ccc2S(=O)(=O)N1
55. CN1CCN(C2CN(Cc3cn(Cc4cccc(C(F)(F)F)c4)nn3)S(=O)(=O)C2)CC1 (configuration not stated)
56. CCOC(=O)[C@]12CCCC=C1N(CCC1=CCCCC1)C(=O)[C@H](CC(=O)NCc1cccs1)C2

Assay by compound	49	50	51	52	53	54	55	56
LDHA inh	-0.6	-3.3	5.6	0.0	-2.1	0.5	0.3	0.2
PI4K2A block	2.9	-5.1	0.4	7.2	6.8	-2.3	-2.2	1.9

# Structures from the list above that have a tert-butyl group:
14. CC(C)(C)N1C(=O)c2ccccc2NC(=O)C1C(=O)NCCc1ccccc1 (configuration not stated)
16. CCC(C(=O)NC(C)(C)C)n1c(C(c2ccccc2)c2ccccc2)nc2ccccc21 (configuration not stated)

Assay by compound	14	16
LDHA inh	-3.2	-1.3
PI4K2A block	-2.1	2.0

# Continued.
57. O=C1c2cccc3cccc(c23)C(c2nc3ccccc3[nH]2)N1C1CC1 (configuration not stated)
58. O=C1NC[C@@H](CCCCN2C[C@H](Cc3ccccc3)N(CCc3ccccc3)C(=O)C2=O)N(CCc2ccccc2)C1=O
59. CC(C)N1C(=O)c2ccccc2NC(=O)C1C(=O)NCc1cccc(C(F)(F)F)c1 (configuration not stated)
60. COC(=O)[C@@]1(Cc2ccc(F)cc2)[C@H]2c3cc(C(=O)N(C)C)n(CCc4c[nH]c5ccc(O)cc45)c3C[C@H]2CN1C(=O)c1ccccc1
61. COc1ccc(C=C(C#N)C(=O)c2ccccc2)cc1
62. O=C(OCC#CCSc1nnc(-c2ccco2)o1)c1ccc(F)cc1
63. O=C1Nc2ccccc2-n2nnnc2C1N1CCc2ccccc2C1 (configuration not stated)
64. Cc1noc(C)c1NC(=O)N1C[C@H](O)COC[C@H]2O[C@@H](CC(=O)NCC3CCCCC3)CC[C@@H]21

Assay by compound	57	58	59	60	61	62	63	64
LDHA inh	5.2	-1.0	-0.4	3.8	-4.7	-11.9	-2.0	-2.5
PI4K2A block	-5.3	5.0	-0.8	-3.3	-4.4	-1.2	2.7	3.7

# Brought forward from above: 3 entries, followed by the next part.
62. O=C(OCC#CCSc1nnc(-c2ccco2)o1)c1ccc(F)cc1
63. O=C1Nc2ccccc2-n2nnnc2C1N1CCc2ccccc2C1 (configuration not stated)
64. Cc1noc(C)c1NC(=O)N1C[C@H](O)COC[C@H]2O[C@@H](CC(=O)NCC3CCCCC3)CC[C@@H]21
65. CC(C(=O)NCc1ccccc1)n1c(CSCCOc2ccccc2)nc2ccccc21 (configuration not stated)
66. COc1ccc(CN2C(=O)C(CC(=O)NCCN3CCOCC3)CC(C(=O)N3CCCCCC3)=C2C)cc1 (configuration not stated)
67. CC(C=CC(O)=C1C(=O)CNC1=O)=C[C@@H](C)C1OC2(C)OC(C(=O)C3O[C@@]32C)C1C (some centres not stated)
68. O=C1NC[C@@H](CCCCN2C[C@H](Cc3ccccc3)N(CCc3ccc(O)cc3)C(=O)C2=O)N(CC2CCCCC2)C1=O
69. CC(C)NC(=O)CN1CCN(C(c2ccnc3ccccc23)c2nnnn2-c2ccc3c(c2)OCCO3)CC1 (configuration not stated)
70. O=C(NC1CCCCC1)C1c2ccccc2OCC(=O)N1C1CC1 (configuration not stated)
71. CCOC(=O)N1CCN(C(c2cc3ccccc3o2)c2nnnn2C(C)(C)C)CC1 (configuration not stated)
72. COc1cc(CC(=O)Nc2c(-c3ccccc3)[nH][nH]c2=O)cc(OC)c1
73. CCCCN1C(=O)C(CC(=O)NC(c2ccccc2)c2ccccc2)CC(C(=O)N2CCCCCC2)=C1C (configuration not stated)

Assay by compound	62	63	64	65	66	67	68	69	70	71	72	73
LDHA inh	-11.9	-2.0	-2.5	-5.5	5.5	7.5	-5.5	-0.6	-11.7	1.5	1.9	-0.6
PI4K2A block	-1.2	2.7	3.7	-1.6	0.9	-1.8	-3.6	1.0	6.5	5.2	-10.6	4.1

# Some of the compounds tested; rates above refer to the full screens.
